Source: PubChem
TROY signal inh: blocks TROY-dependent signaling in reporter cells; Q293 LMP1-TROYcd NF-kB luciferase reporter, 4 h; inhibition, % at 10 µM; 360,000 compounds, 0.98% hits;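 active = compounds whose plate-normalised and pattern-corrected inhibition of the luciferase reporter signal at the single screening dose is 50% or more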
LRH-1 inv ag: inverse agonists of human LRH-1 (NR5A2). O00482. HEK293T StAR-luciferase reporter, LRH-1 transfected, 24 h. inhibition, % at 3.6 µM. 360,000 compounds, 0.13% hits. AID 602396;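 active = inhibition above the mean inhibition of all tested compounds plus 3 SD, cut at about 73% in these data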;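 note: 0% = DMSO wells and 100% = reporter-only cells lacking LRH-1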
Target sequence (O00482 whole entry, looked up): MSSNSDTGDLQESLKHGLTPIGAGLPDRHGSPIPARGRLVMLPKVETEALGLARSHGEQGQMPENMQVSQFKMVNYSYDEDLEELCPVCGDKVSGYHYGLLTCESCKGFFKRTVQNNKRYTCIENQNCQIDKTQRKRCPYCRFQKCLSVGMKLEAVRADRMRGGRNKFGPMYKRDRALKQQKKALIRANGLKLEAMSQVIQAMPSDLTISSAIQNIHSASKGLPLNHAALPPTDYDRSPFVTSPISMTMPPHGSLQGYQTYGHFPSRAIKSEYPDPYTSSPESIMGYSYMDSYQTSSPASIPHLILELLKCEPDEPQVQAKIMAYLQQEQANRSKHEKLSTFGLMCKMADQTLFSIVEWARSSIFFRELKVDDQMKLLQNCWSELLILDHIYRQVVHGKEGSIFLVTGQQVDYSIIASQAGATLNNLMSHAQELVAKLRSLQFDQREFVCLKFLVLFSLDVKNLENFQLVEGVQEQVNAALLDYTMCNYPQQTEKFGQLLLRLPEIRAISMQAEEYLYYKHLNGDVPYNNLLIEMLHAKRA
CF NFkB block: blocks PAF-induced NF-kB reporter in cystic fibrosis cells | inhibition, % at 5 µM | 360,000 compounds, 0.86% hits | AID 588850 | KKLEB NF-kB-GFP reporter, GFP fluorescence overnight;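 active = at least 50% inhibition at 5 µM, scaled per plate between neutral and stimulator controls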;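 note: PAF is a Pseudomonas aeruginosa culture filtrate used as stimulus; plate controls were PAF-stimulated DMSO wells for no effect and unstimulated DMSO wells for full effect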
KKLEB tox: CF airway cell cytotoxicity counter-screen; KKLEB CF airway cells viability, ATPlite luminescence, overnight; stronger effect = lower value; cells stimulated with P. aeruginosa culture filtrate; activity change (cytotoxicity), % at 5 µM; 360,000 compounds, 0.36% hits; AID 602141;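 active = corrected activity change at or below -50% at 5 µM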
TWEAK-Fn14 inh: TWEAK-Fn14 signaling inhibition; TWEAK-stimulated Fn14 reporter cells, luciferase luminescence, 8 h; inhibition, % at 10 µM; 360,000 compounds, 2% hits; in the data active = inhibition above about 50%
C8 TRAIL sens: sensitizes caspase-8 expressing cells to TRAIL. inhibition (viability loss, TRAIL sensitization), % at 10 µM. 360,000 compounds, 1% hits. NB7+C8 cells + TRAIL, ATPlite viability luminescence. AID 624354;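 active = compounds causing at least 50% loss of cell viability in the single-dose screen, relative to plate controls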
COUP-TFII inh: NR2F2 (human) inhibition, primary screen. 370,000 compounds, 0.7% hits. inhibition, % at 8.6 µM. P24468. AID 686940. HEK293T NGFI-A luciferase reporter, luminescence;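 active = inhibition above a per-plate cutoff, mean inhibition of test wells between control levels plus 3 SD, cut at about 38% in these data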;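 note: cells cotransfected with COUP-TFII expression vector driving the NGFI-A reporter; 0% = median of COUP-TF2 test wells and 100% = reporter-only cells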
Target sequence (P24468 whole entry, looked up): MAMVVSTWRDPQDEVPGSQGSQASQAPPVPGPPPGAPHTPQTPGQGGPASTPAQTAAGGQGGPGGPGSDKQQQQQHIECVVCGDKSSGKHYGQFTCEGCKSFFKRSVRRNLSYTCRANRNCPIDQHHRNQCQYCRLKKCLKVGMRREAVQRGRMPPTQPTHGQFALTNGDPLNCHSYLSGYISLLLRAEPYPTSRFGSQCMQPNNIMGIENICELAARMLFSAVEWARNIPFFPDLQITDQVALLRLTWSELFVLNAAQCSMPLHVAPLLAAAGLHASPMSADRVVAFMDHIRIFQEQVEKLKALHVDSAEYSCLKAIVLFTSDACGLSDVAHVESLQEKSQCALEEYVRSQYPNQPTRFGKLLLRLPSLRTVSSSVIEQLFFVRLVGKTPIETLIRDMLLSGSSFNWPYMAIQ
EBV LMP1 NFkB: inhibitors of Epstein-Barr LMP1-induced NF-kappaB reporter; LMP1-induced NF-kappaB luciferase reporter cells, luminescence; inhibition, % at 12.5 µM; 350,000 compounds, 0.69% hits; in the data active = inhibition above about 41%;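 note: 0% = neutral control wells and 100% = reference inhibitor control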
NCOA3 inh: inhibitors of human steroid receptor coactivator 3 (SRC3); Q9Y6Q9; HEK293 GAL4-SRC3 luciferase reporter, luminescence; inhibition, % at 3.6 µM; 360,000 compounds, 0.17% hits; AID 588352;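 active = inhibition above a per-campaign cutoff, the mean of all compounds plus 3 SD, cut at about 60% in these data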;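 note: 0% = DMSO-treated cells and 100% = gossypol-treated cells at 36 µM; higher means less SRC3-driven luciferase light from the GAL4 reporter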
Shn3 3UTR inh: Schnurri-3 reporter inhibition in Clone20 osteoblasts | AID 588674 | 360,000 compounds, 0.52% hits | Clone20 osteoblast Shn3 3'UTR firefly luciferase, 24 h | inhibition, % at 12.5 µM;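 active = mean inhibition of at least 75% with every replicate also reaching 75%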;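 note: 0% = median of neutral control wells and 100% = pilot-screen positive control compound; some compounds past the cut are filed as inactive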
SRC1 inh: inhibits human SRC1 coactivator | Q15788 | HEK293 GAL4-SRC1 luciferase reporter, luminescence | inhibition, % at 3.6 µM | 360,000 compounds, 0.12% hits | AID 588354;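 active = inhibition above the campaign mean plus 3 SD, with each screening campaign given its own cutoff, cut at about 60% in these data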;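 note: 0% = DMSO treated cells and 100% = gossypol at 36 µM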
Numbers without * were called inactive; . = not tested or not shown. This is a subset. The share of hits here may be higher or lower than overall.

SMILES	TROY signal inh	LRH-1 inv ag	CF NFkB block	KKLEB tox	TWEAK-Fn14 inh	C8 TRAIL sens	COUP-TFII inh	EBV LMP1 NFkB	NCOA3 inh	Shn3 3UTR inh	SRC1 inh
O=C(Nc1nc(-c2ccc(S(=O)(=O)N3CCCC3)cc2)cs1)C1COc2ccccc2O1 (stereo unspecified)	37	25	-13	-12	61*	26	33	6	48	22	31
CC(=O)Nc1c(O)[nH]c2ccccc12	-30	21	15	-1	11	-46	7	-3	-1	-17	-7
N#CC(CCc1ccccn1)c1ccccc1 (stereo unspecified)	-8	1	-9	-1	-2	3	-11	3	-12	-25	-8
O=C(CN1C(=O)/C(=C/c2ccccc2)SC1=S)N1CCN(CCc2ccccn2)CC1	-10	-9	8	0	-12	0	8	0	16	-36	5
O=S(=O)(c1cccc(-c2nnco2)c1)N1CCOCC1	3	-2	-2	-10	9	9	0	-10	16	0	-3
Cc1cc2nc(-c3ccc(Cl)cc3)c(CC3CCCCC3)n2c(C)c1Br	-32	-15	.	.	1	16	-6	.	.	.	.
CC(C)NC(=O)NC(=O)COC(=O)c1ccccc1F	-14	4	15	-15	-10	6	3	5	12	-25	0
COC/C=C/C1=CC2=CC(=O)C(C)(OC(=O)c3cnc4ccccc4n3)C(=O)C2=CN1Cc1ccc(OC)cc1 (stereo unspecified)	1	-11	11	-2	-3	-3	15	-6	-33	-4	-26
COc1ccccc1N1CCN(c2cc(N3CCCC3)nc(C)n2)CC1	6	13	3	-1	-19	5	9	1	9	5	3
O=S(=O)(c1cnc(Cl)c(Cl)c1)N1CCCc2ccccc21	-7	7	-8	14	25	0	11	-4	8	-35	21
CCCCCCn1cc(CN2CC(N3CCCC3)CS2(=O)=O)nn1 (stereo unspecified)	-1	0	.	.	0	-5	-4	.	.	.	.
COc1ccc(OC)cc1	-2	13	6	21	-2	-9	4	-3	11	4	11
Cc1cc(OCC(=O)N2CCOCC2)ccc1[N+](=O)[O-]	-57	-67	14	-9	-10	10	-26	9	-44	-47	-55
O=C(NCc1ccco1)c1cc2c(s1)CCCCC2	-32	-82	5	6	-8	-13	-49	-23	-74	-92	-65
COc1ccc(OC)c(CCNC(=O)CCn2nc(C)c3c(C)n(-c4ccccc4)nc3c2=O)c1	-3	6	7	-6	-16	13	0	55*	-9	3	5
Cc1ccc(Sc2ncccc2COC(=O)Nc2ccccc2)cc1	0	15	17	1	-18	-1	9	-4	20	14	-2
CCN1CCN(CCNC(=O)CCc2c(C)c3c(C)nn(-c4ccccc4)c3n(C)c2=O)CC1	-16	-1	8	-5	-1	32	.	1	7	-6	11
O=C(OCCN1CCOCC1)c1ccc(O)cc1	-15	5	7	0	-1	-1	-13	-3	-2	11	-12
Cn1nnnc1SCC(=O)N1CCCCC1	-2	20	7	2	-11	-11	8	-3	15	-14	14
CN1CCN(C(=O)CN(c2cccc(Br)c2)S(=O)(=O)c2ccccc2)CC1	5	-7	8	-1	13	-4	-10	1	10	-16	10

3 compounds from above, arranged by the value under EBV LMP1 NFkB, lowest first:
SMILES,EBV LMP1 NFkB
COC/C=C/C1=CC2=CC(=O)C(C)(OC(=O)c3cnc4ccccc4n3)C(=O)C2=CN1Cc1ccc(OC)cc1 (stereo unspecified),-6
COc1ccccc1N1CCN(c2cc(N3CCCC3)nc(C)n2)CC1,1
COc1ccc(OC)c(CCNC(=O)CCn2nc(C)c3c(C)n(-c4ccccc4)nc3c2=O)c1,55*

Further entries.
SMILES	TROY signal inh	LRH-1 inv ag	CF NFkB block	KKLEB tox	TWEAK-Fn14 inh	C8 TRAIL sens	COUP-TFII inh	EBV LMP1 NFkB	NCOA3 inh	Shn3 3UTR inh	SRC1 inh
C#Cc1ccc([C@H]2C=C(C(=O)NCc3nc4ccccc4[nH]3)O[C@@H](OCC)[C@@H]2CCCO)cc1	14	-13	-12	4	2	-1	11	-4	-12	11	-3
O=C(NCC1CCCO1)c1ccc(COc2ccccc2)cc1 (stereo unspecified)	-23	-40	-19	8	-24	-9	-27	-11	-18	-42	-30
O=C(O)CC/C(=N\NC(=O)c1ccccc1)c1cccs1	-43	-131	-3	2	-2	9	-61	-1	-73	-18	-69
CC(=O)N1CCc2c(sc(NC(=O)c3ccc4c(c3)OCCO4)c2C#N)C1	-61	28	9	-14	-4	40	-8	-5	-51	-1	-18
CCOc1ccc(NC(=O)CN(c2ccc(C)cc2)S(=O)(=O)c2c(C)nn(C)c2C)cc1	4	0	6	-7	7	2	17	-11	8	-22	8
COc1cccc(-c2cc(C(=O)N/N=C/c3ccc(OC)c(COC(C)=O)c3)c3ccccc3n2)c1	8	1	0	-8	23	18	7	-4	-23	-11	-15
COc1ccc(N(C(=O)c2cccnc2)S(=O)(=O)c2cccs2)cc1	25	12	27	4	8	3	-10	-9	3	-26	-10
COC(C[C@H](O)CC(=O)[C@@H](C)OCc1ccccc1)OC	-3	6	0	11	5	-2	-9	5	-5	0	-3
COc1cccc(NS(=O)(=O)c2ccc3c(c2)CCCN3C(C)=O)c1	18	-1	-16	-2	15	7	7	-11	15	7	-12
Cc1ccc(NC(=O)c2cccc(NC3=NC4CS(=O)(=O)CC4S3)c2)cc1 (stereo unspecified)	6	-31	-1	23	5	-5	1	4	-12	17	1
CC(=O)c1ccc(N2CCN(C(=O)c3ccc4ccccc4n3)CC2)cc1	-14	8	11	2	-5	-5	-1	3	11	-18	-1
C=CCOc1ccc(/C=N/O)cc1Cl	-18	24	4	4	7	-8	-2	0	9	11	3
CCc1ccc([C@@H]2CC(=O)[C@@H]3CN(S(=O)(=O)c4ccccc4C)[C@H](c4ccc(Cl)cc4)C[C@@H]3N2S(=O)(=O)c2ccc(C)cc2)cc1	7	-13	51*	-10	6	13	-9	.	40	70	13
C=CCNC(=S)NNC(=O)COc1ccc(Cl)cc1Cl	-9	-5	-21	7	-25	5	-6	0	-3	-1	-28
CC(C)(C)c1ccc(NC(=O)COC(=O)C2(C)CC2(Cl)Cl)cc1 (stereo unspecified)	-26	-33	8	1	-41	-1	-39	-25	-47	-19	-15
C=CCc1ccc(OCCOc2cccc3ccc(C)nc23)c(OC)c1	-51	-19	-13	-15	-35	6	-12	-7	8	15	-8
O=C(CCCn1c(SCc2cc(=O)n3ccccc3n2)nc2ccccc2c1=O)NCC1CCCO1 (stereo unspecified)	-1	-1	-23	30	-36	7	4	9	10	5	-19
Cc1ccc2ccccc2c1C(O)c1ncc(-c2ccc(F)cc2)[nH]1 (stereo unspecified)	-2	13	-27	11	1	15	9	.	-12	0	2
Nc1ccc(Sc2cnn(-c3ccccc3)c(=O)c2Cl)cc1	-4	-8	9	0	-14	4	-8	-20	5	-1	3
O=C(CCOc1ccccc1)Nc1cccc([N+](=O)[O-])c1	-10	-13	6	3	-15	-4	11	-3	-11	-5	-4
CC1(C)C(=O)C2(C(=O)NCc3ccccc3)CCC1C2 (stereo unspecified)	1	0	-12	6	-2	-4	-2	-8	7	-2	6
COc1ccc(NC(=O)C2CCC(=O)N2S(=O)(=O)c2ccc(C)cc2)cc1Cl (stereo unspecified)	-1	7	-9	4	8	-11	5	-6	-29	-5	-6
CC(=O)Nc1ccc(S(=O)(=O)NCCC(=O)NCc2ccco2)cc1	13	-18	-28	-6	8	-9	1	8	21	5	3
COc1cc(C(=O)NCCc2cn3ccccc3n2)cc(OC)c1OC	2	13	-13	-4	9	-6	-3	-15	-7	-3	12
O=C(Cc1ccc(Cl)cc1)NCCc1ccc(F)cc1	-11	-12	18	-20	-12	-13	4	.	-18	-5	-5
c1ccc(Cn2ncc3c(N4CCCCC4)ncnc32)cc1	18	0	7	-24	17	9	6	-5	-6	0	-19
O=C(Cc1cccs1)Nc1ccccc1F	-30	-12	-2	12	1	-3	0	-4	-3	-8	-4
CN(C)C1=NCC(CSC(=N)N)S1 (stereo unspecified)	-5	-12	1	34	10	-10	7	-25	-4	20	-1
COc1ccc(OC)c(C2/C(=C(/O)c3cnn(-c4ccccc4)c3C)C(=O)C(=O)N2CCN(C)C)c1 (stereo unspecified)	11	-2	9	11	-2	-9	-7	-3	-2	15	-4
CCCN(CCC)C(=O)Cn1c(=O)n(CCCCC(=O)NC2CCCC2)c(=O)c2ccccc21	7	-1	4	3	14	-12	4	0	6	-1	9
CC(C)C(=O)Nc1cccc(C(=O)N2CCCCC2C)c1 (stereo unspecified)	12	-1	12	0	-12	-18	1	-3	-9	9	8
Cc1ccc(NC(=O)OCCN2CCN(S(=O)(=O)c3ccc(C)cc3)CCC2=O)cc1	1	-3	-32	-4	-10	-6	-6	-6	-16	22	9
Cn1c(C(=O)N[C@@H](Cc2ccccc2)C(=O)O)cc2cc(Cl)ccc21	-6	-13	6	-4	2	5	8	3	-22	16	-4
CC(=O)N1CC(C)Oc2ccc(S(=O)(=O)NC(CC(=O)O)c3ccc(C)cc3C)cc21 (stereo unspecified)	-11	4	-9	-3	-2	5	1	.	-4	-28	-6
CC(=O)Nc1ccc(S(=O)(=O)N2CCN(C(=O)c3ncoc3-c3ccc(C)cc3)CC2)cc1	1	12	-13	-12	-1	-4	23	-1	6	6	4
COC(=O)c1ccc(CSc2nnc(NC(C)C)s2)o1	-10	5	-10	3	6	-2	8	-15	15	1	-5
Cc1c(OCC(=O)N2C[C@H]3C[C@@H](C2)c2cccc(=O)n2C3)ccc2c3c(c(=O)oc12)CCC3	-12	2	-8	2	4	-2	-23	5	8	-14	3
Cc1cccn2c(=O)c(C=O)c(Nc3ccc(S(N)(=O)=O)cc3)nc12	-15	0	-173	4	-93	5	.	-23	5	23	15
Cc1ccc(OCCC(=O)Nc2ccc(C)c(S(=O)(=O)N3CCOCC3)c2)cc1	3	-17	34	-23	-7	11	0	2	23	10	-2
CCN(CC(=O)Nc1ccc2c(c1)OCCO2)C(=O)c1cc(Cl)nc2ccccc12	-15	2	1	-2	14	-1	5	32	12	7	3
COc1cccc(CNC(=O)c2ccc(CS(=O)Cc3ccc(C)cc3)o2)c1 (stereo unspecified)	11	-2	0	-18	-1	-11	-28	3	4	13	-2
O=C(CCS(=O)(=O)Cc1ccccc1)Nc1nncs1	-32	24	-13	11	28	13	-15	5	-2	3	-6
CC1(C(=O)Nc2ccc3c(c2)OCCO3)CCN1C(=O)C1(c2ccc(Cl)cc2)CCC1 (stereo unspecified)	10	-22	-11	10	2	0	-3	.	10	-8	-8
CN1CCCC(C(=O)Nc2cccc(Cl)c2)CC1 (stereo unspecified)	5	27	-13	-32	-3	-13	9	.	-32	-3	-1
O=C1c2ccc([N+](=O)[O-])cc2S(=O)(=O)N1Cc1ccccc1	-39	-1	-12	10	4	11	7	-3	-18	-30	2
O=C(c1ccccc1)N1CCN(CC(O)COc2ccc(Br)cc2)CC1 (stereo unspecified)	-11	-12	1	-2	-6	-8	3	2	8	25	-2
CN(C)C(=O)Cn1c(=O)n(S(=O)(=O)c2ccccc2)c2ccccc21	-23	-4	6	8	11	3	1	8	-16	9	1
C=CCOC(=O)/C(=C\C=C\c1ccccc1)NC(=O)c1ccccc1	-40	3	-21	17	-5	0	12	6	4	15	-6
